Bioassay records: PubChem, National Center for Advancing Translational Sciences (NCATS)
Vif-A3G inh: qHTS for Inhibitors of Vif-A3G Interactions: qHTS. DNA dC->dU-editing enzyme APOBEC-3G (Homo sapiens), Q9HC16. HeLa A3G-eYFP + Vif (tagged APOBEC3G with the HIV-1 protein that degrades it), YFP fluorescence, overnight. Potency, µM (highest dose often 46.1 µM), inactives show at the highest dose activity, negative = active, hits mostly inhibitors. 410,000 tested, 0.076% active. AID 602310, 2012;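 further: potency means the concentration at half of the fitted maximal effect; on the % scale 0 is the no-effect control and ±100 the full control effect; nearly all actives have a fitted effect of over 60% in size; hits raise eYFP signal because A3G escapes Vif-driven loss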
Target sequence (Q9HC16 whole entry, looked up): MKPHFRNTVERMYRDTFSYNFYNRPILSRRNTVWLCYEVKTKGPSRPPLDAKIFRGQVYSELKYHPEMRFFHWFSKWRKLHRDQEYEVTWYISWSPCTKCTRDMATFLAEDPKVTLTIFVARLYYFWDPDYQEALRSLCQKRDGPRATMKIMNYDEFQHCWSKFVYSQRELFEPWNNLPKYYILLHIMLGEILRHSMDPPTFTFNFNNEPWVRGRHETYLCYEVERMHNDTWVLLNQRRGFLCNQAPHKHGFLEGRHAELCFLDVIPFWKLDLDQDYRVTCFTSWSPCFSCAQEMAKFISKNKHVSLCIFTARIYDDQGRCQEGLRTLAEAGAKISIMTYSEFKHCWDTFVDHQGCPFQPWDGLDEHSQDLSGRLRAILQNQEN
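HeLa cells stably expressing Vif and C-terminally eYFP-tagged A3G, seeded overnight at 37 deg C, then exposed to compound by pintool overnight at 37 deg C. Rise in yellow fluorescence (Ex 488/Em 500-530, Acumen) marks blocked Vif-driven A3G degradation.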
TrxR1 substrate: qHTS Assay for Substrates of Mammalian Selenoprotein Thioredoxin Reductase 1 (TrxR1): qHTS; 390,000 tested, 0.01% active; purified TrxR1 substrate turnover, NADPH consumption readout; Potency, µM (doses to about 114 µM), without a hit: top-dose activity change, negative = substrate turnover; AID 588456, 2011; further: potency means the concentration at half of the fitted maximal effect; on the % scale 0 is the no-effect control and ±100 the full control effect; nearly all actives have a fitted effect of over 50% in size
Target sequence (O89049 whole entry, looked up): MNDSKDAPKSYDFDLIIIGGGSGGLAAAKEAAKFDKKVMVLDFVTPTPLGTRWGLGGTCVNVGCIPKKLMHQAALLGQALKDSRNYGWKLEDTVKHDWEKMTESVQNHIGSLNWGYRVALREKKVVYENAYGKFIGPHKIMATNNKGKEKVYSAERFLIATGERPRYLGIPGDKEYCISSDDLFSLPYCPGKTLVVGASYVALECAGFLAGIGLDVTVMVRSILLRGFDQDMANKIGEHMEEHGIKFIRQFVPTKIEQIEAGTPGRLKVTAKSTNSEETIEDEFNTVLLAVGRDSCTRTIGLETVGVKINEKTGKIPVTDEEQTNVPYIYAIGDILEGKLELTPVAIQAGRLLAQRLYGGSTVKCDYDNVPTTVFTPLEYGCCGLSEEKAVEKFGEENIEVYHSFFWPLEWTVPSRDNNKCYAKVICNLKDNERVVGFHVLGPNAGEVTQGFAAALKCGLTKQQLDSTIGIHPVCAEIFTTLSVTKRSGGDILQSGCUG
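Rat TrxR1, dispensed at 90 nM, was prereduced with 400 uM NADPH (final) for 5 min at ~22 deg C, then incubated with compound 15 min before 400 uM selenite. A first-read NADPH fluorescence drop versus no-compound background flagged substrates.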
GRP78 ERSR act: qHTS for Inducers of the Endoplasmic Reticulum Stress Response (ERSR) in Human Glioma: qHTS. U87-MG GRP78 promoter luciferase reporter, 16 h. Potency, µM, for the others: at the top dose activation, hits mostly activators. 420,000 tested, 0.02% active. AID 602332, 2012; further: potency means the concentration at half of the fitted maximal effect; series mostly up to about 76 µM; % of control where 0% means no effect; nearly all actives have a fitted effect of over 35% in size
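Stably transfected U87-MG human glioma cells carrying a GRP78-based luminescent sensor were seeded at 1000 cells/well, pin-dosed with compounds and incubated 16 h. Luciferase reagent was then added, and end-point luminescence was read after 10 min at room temperature.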
LDHA inh: qHTS assay for inhibitors of human lactate dehydrogenase. activity change, % (values are at about 110 or 230 µM). 480,000 tested, 0.15% active. AID 1347041, 2019. purified LDHA, NADH/diaphorase-resazurin fluorescence; stronger effect = lower value. L-lactate dehydrogenase A chain (Homo sapiens), P00338; in the data active means activity change below about -30%; inconclusive means mostly about -25% to -30%;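 further: plate controls were DMSO wells for no effect and wells without enzyme for full effect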
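Human LDH5 at 2 nM final in Tris HCl pH 7.4 with 0.06 mM NADH and 0.2 mM pyruvate, reacted 5 minutes at room temperature. Remaining NADH coupled via diaphorase/resazurin; resorufin fluorescence read at 0 and 20 minutes, normalized to enzyme-free and DMSO wells.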
mIDH1 inhibitor: qHTS for Inhibitors of mutant isocitrate dehydrogenase 1 (IDH1): qHTS. Isocitrate dehydrogenase [NADP] cytoplasmic (Homo sapiens), O75874. IDH1-R132H enzyme, NADPH consumption, diaphorase/resazurin fluorescence. Potency, µM (series often up to 76.6 µM), for inactives: at the highest dose activity change, negative = inhibition, usual class: inhibitors. 390,000 tested, 0.093% active. AID 602179, 2012; further: potency means the concentration at half of the fitted maximal effect; on the % scale 0 is the no-effect control and ±100 the full control effect; nearly all actives have a fitted effect of over 65% in size
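IDH1-R132H (0.5 ug/mL dispensed) in pH 7.5 Tris buffer was preincubated 30 min with compound, then given a substrate mix of 0.016 mM NADPH and 2 mM alpha-KG for 80 min at room temperature; remaining NADPH was read by diaphorase/resazurin fluorescence.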
RXFP1 ag: qHTS Assay for Agonists of the Relaxin Receptor RXFP1 | Relaxin receptor 1 (Homo sapiens), Q9HBX9 | HEK293T-RXFP1 cAMP TR-FRET, 30 min; response scale: percent of porcine relaxin response, buffer zero | Potency, µM (top dose mostly 57.5 µM), inactives show at the top dose activation, actives largely listed as activators | 370,000 tested, 0.3% active | AID 2676, 2010; further: potency means the concentration at half of the fitted maximal effect; on the % scale 0 is the no-effect control and ±100 the full control effect; nearly all actives have a fitted effect of over 60% in size; many of its hits are not listed in these tables
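HEK293 cells stably expressing RXFP1, treated 30 min at 37C with compounds plus PDE4 inhibitor Ro 20174; cAMP measured by HTRF TR-FRET. Normalized to buffer and 29 nM porcine relaxin; EC50 by Hill fit.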
Vif-A3F inh: qHTS for Inhibitors of Vif-A3F Interactions: qHTS | AID 602313, 2012 | 390,000 tested, 0.2% active | HeLa A3F-eYFP + Vif (tagged APOBEC3F with the HIV-1 protein that degrades it), YFP fluorescence increase | Potency, µM (titrated, usually from 46.1 µM), inactives show at the top dose activity, negative = active; further: potency means the concentration at half of the fitted maximal effect; % of control where 0% means no effect; nearly all actives have a fitted effect of over 65% in size
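HeLa cells stably expressing A3F-eYFP plus Vif, plated and incubated overnight at 37 deg C, then exposed to compounds overnight at 37 deg C. Blocked degradation read as raised yellow fluorescence (Ex 488/Em 500-530).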
PI4K2A inh: qHTS for small molecular inhibitors of PI4K2A; purified PI4K2A, ADP-Glo luminescence, 1 h; stronger effect = lower value; Phosphatidylinositol 4-kinase type 2-alpha (Homo sapiens), Q9BTU6; activity change, negative = inhibition, % at 76.9 µM; AID 1346378, 2018; 420,000 tested, 0.13% active; in the data active means activity change below about -50%; inconclusive means mostly about -30% to -49%;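 further: -100% = wells without enzyme as full effect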
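Compounds are screened against recombinant PI4K2A using PI as substrate and ATP, the latter dispensed at 300 microM. Reactions run one hour at ambient temperature before ADP-Glo detection; full inhibition defined by wells lacking enzyme.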
USP1 inh: Inhibitors of USP1/UAF1: Primary Screen; Ubiquitin carboxyl-terminal hydrolase 1 (Homo sapiens), O94782; recombinant USP1/UAF1, Ub-Rhodamine cleavage fluorescence; Potency, µM (doses to about 57.1 µM), for inactives: at the top dose activity change, negative = inhibition, most hits filed as inhibitors; 390,000 tested, 0.23% active; further: potency means the concentration at half of the fitted maximal effect; on the % scale 0 is the no-effect control and ±100 the full control effect; nearly all actives have a fitted effect of over 60% in size; inactives centre near -12
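USP1/UAF1 complex (1 nM) preincubated 15 min at room temperature with compound, then Ub-Rho substrate (150 nM final) added. Kinetic fluorescence at 480/540 nm over 6 reads at 60 s intervals; 50 mM HEPES pH 7.8, 0.5 mM EDTA, 0.1 mg/ml BSA, 1 mM TCEP, 0.01% Tween-20.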
* = called active by the depositor; u = inconclusive; x = not tested or not shown; & = joins results of further samples; [ ] = dose if it differs, or a comment. Unless noted, the call rests on the fitted dose curve; in most records, active means well fitted curve in the direction sought with a large enough effect; inconclusive means small, poorly fitted or top-dose-only effect, or another doubt; inactive means no such curve, though single readings can be large; an effect the other way counts as inactive or inconclusive.

SMILES	Vif-A3G inh	TrxR1 substrate	GRP78 ERSR act	LDHA inh	mIDH1 inhibitor	RXFP1 ag	Vif-A3F inh	PI4K2A inh	USP1 inh
Cc1cc[n+](-c2[nH]c(=O)sc2/C=N/NC(=O)c2ccccc2[O-])cc1C	-8.1%	-22.5%	3.5%	12.1	3.4%	-2.7%	-11.6%	0.7	-11.7%
O=C(CSCc1ccc([N+](=O)[O-])cc1)NCCSCc1ccccc1	1.3%	8.2%[57.1 µM]	-1.3%	-5.7	3.8%	3.4%	-0.6%	2.8	-15.0%
CC1=[N+]([O-])C(C)(C)C(c2ccc(Br)cc2)=[N+]1[O-]	-3.5%	-13.4%	-0.2%	-5.6	-2.2%	1.9%	2.4%	2.5	-0.9%
COc1ccc(NC(=O)CS(=O)CC(=O)N2CCN(C3CCCC3)CC2)cc1 (configuration not stated)	3.3%	-4.5%	-0.5%	-0.8	-6.3%	-5.4%	-3.5%	-0.4	-4.4%
COc1ccc(/C(O)=C/C(=O)C(=O)Nc2c(C)n(C)n(-c3ccccc3)c2=O)cc1	-5.2%	-5.7%	-0.2%	19.5	9.4%	-0.9%	-8.8%	-0.9	-15.3%
Cn1nc(C(F)(F)F)c2cc(C(=O)NC3CC3)sc21	-0.6%	-6.4%	-4.7%	-6.6	6.7%	-0.1%	2.4%	-9.4	-9.3%
Cc1ccc(P(=O)(CC(=O)O)c2ccc(C)cc2)cc1	-0.2%	-3.5%	-3.7%	-0.8	12.2%	-1.1%	-5.7%	-0.4	-18.3%
COC(=O)CCNC(=O)c1ccc2nc(Cc3ccc(OC)cc3)oc2c1	-2.2%	-2.6%	-3.3%	1.4	8.7%	x	-4.9%	-0.4	-18.1%
O=C(Cn1c(=O)oc2cc(S(=O)(=O)N3CCCC3)ccc21)Nc1ccc(F)cc1F	x	2.3%	x	-7.9	x	7.7%	x	-8.1	-8.0%
CCNC(=O)C1(C)CCN(C(=O)c2cccc3ccccc23)C1 (configuration not stated)	-0.6%	x	-3.3%	-1.6	x	x	x	-0.3	x
Cc1c(C)n(Cc2ccccc2)c2ccc(C(=O)NCc3ccco3)cc12	u	2.0%[57.1 µM]	-0.6%	3.1	-2.0%	0.9%	-18.8%	-0.1	-17.7%
Cc1ccc(-c2noc(-c3ccccc3C(=O)N3CCOCC3)n2)cc1	2.8%	6.6%	2.0%	-8.3	2.5%	-0.5%	0.8%	-1.7	-9.2%
CN(Cc1ccccc1)S(=O)(=O)c1cccc2nsnc12	1.0%	3.4%[57.1 µM]	-10.2%	-9.7	-2.0%	0.1%	2.5%	-0.6	-7.4%
O=C(c1c[nH]c2ccccc2c1=O)N1CCCCCC1	-0.5%	2.1%[57.1 µM]	-2.7%	-10.2	-3.9%	1.0%	2.1%	-0.7	-2.2%
COc1ccc(-c2nc3ncccc3n2O)cc1	0.2%	-14.7%	-1.7%	-1.9	8.9%	6.0%	-6.0%	-3.9	-5.3%
CCN(CCn1cccn1)C(=O)c1cc(COc2c(F)cccc2F)on1	-2.2%	3.9%	-2.5%	-10.6	12.5%	2.5%	-2.9%	3.5	-14.0%
CCOC(=O)c1nnn(-c2nonc2N)c1CSc1ccc(C)cc1	0.0%	-9.8%	-5.8%	2.8	8.3%	1.2%	-4.2%	-1.3	-10.2%
COc1cc(OC)cc(C(=O)NN(CCC#N)C2=NS(=O)(=O)c3ccccc32)c1	1.3%	10.3%[57.1 µM]	-1.7%	-6.0	17.4%	-0.8%	-0.1%	4.7	u
O=C(c1c(F)cccc1F)N1CCC(O)(c2cccnc2)CC1	-3.6%	-5.0%	-3.1%	0.8	2.1%	-0.4%	2.7%	-0.6	0.4%
Cc1ccc(CSCC(=O)NCc2ccc(F)cc2)cc1	-4.4%&3.7%	4.6%&-0.8%[57.1 µM]	-2.6%&-2.9%	-7.2&-4.6	-5.9%&36.2%	0.8%&-2.7%	2.5%&8.0%	6.9&7.7	-13.7%&-4.1%
COCCN(Cc1ccccc1)C(=S)Nc1ccc(Cl)cc1	-0.6%	-2.2%[57.1 µM]	-3.9%	-0.5	15.5%	2.0%	-2.4%	7.3	-21.7%
O=C(Cn1ncc2c3ccccc3n(Cc3ccccc3F)c2c1=O)NCCN1CCOCC1	0.8%	3.3%	-5.7%	-5.6	0.9%	6.1%	14.0%	-3.1	-16.4%
Cc1ccc2c(c1)sc1nc(=O)n(-c3cccc(Cl)c3)c(=O)n12	-0.1%&1.3%	-0.6%&-5.8%	-2.0%&0.9%	-5.0&-3.7	-22.3%&0.1%	24.9%&4.8%	0.1%&-1.1%	-2.1&4.2	-12.0%&-21.3%
S=C(NC1CCCC1)N1CCN(c2ncccn2)CC1	-11.0%	0.1%	-1.6%	-5.1	-5.4%	0.0%	-1.9%	-2.5	-21.9%
CCOC(=O)c1c(-c2ccc(OC)c(OC)c2)csc1NC(=O)c1ccccc1F	-1.1%	19.3%	-2.7%	-2.3	0.0%	1.1%	-2.0%	2.1	-22.9%
CN1CCN(c2ccccc2NC(=O)c2ccc(F)cc2)CC1	-0.3%	0.7%	-1.6%	-3.2	-12.6%	5.0%	0.4%	-2.3	0.1%
Cc1ccc(-c2c(C)sc(=NC(=O)c3ccco3)n2C)cc1	0.5%	17.4%	5.2%	-6.1	5.3%	7.4%	6.7%	-2.5	-11.5%
CC(=O)N1CCc2c(sc(NC(=O)Cc3ccccc3)c2C#N)C1	-7.3%	0.5%	0.8%	-3.9	-7.3%	0.3%	-6.3%	-5.5	-24.3%
CCC1CCCCN1C(=O)c1c(-c2ccccc2)noc1C (configuration not stated)	0.2%	1.1%	0.7%	-1.5	6.7%	-0.9%	-0.1%	-3.9	3.5%
CC(NC(=O)COC(=O)c1ccc(Cl)cc1O)c1ccc(F)cc1 (configuration not stated)	0.1%	12.9%	-3.8%	-4.5	6.1%	21.8%	9.6%	-6.5	-11.9%
O=C(NN1C(=O)C2C3C=CC(C4CC34)C2C1=O)c1ccc(Cl)c(Cl)c1 (configuration not stated)	-0.8%	-4.9%	-2.3%	-8.6	3.0%	-0.8%	13.1%	0.6	-6.5%
Cc1ccc(/C=C/C(=O)O)cc1S(=O)(=O)N1CCCc2ccccc21	-7.6%	-4.6%	-2.6%	-5.2	0.0%	-0.2%	-2.7%	-1.7	-4.2%
Cc1cccc(OCC(=O)NCCNC(=O)c2cnccn2)c1	1.1%	-0.3%	-0.3%	-3.3	3.7%	5.7%	-4.9%	-1.6	-14.2%
O=C(COC(=O)c1c2c(nc3ccccc13)/C(=C/c1cccc([N+](=O)[O-])c1)CCC2)NC1CCS(=O)(=O)C1 (configuration not stated)	2.1%	-4.1%	-1.7%	-3.5	5.1%	1.1%	1.1%	-2.4	0.2%
CCn1c(SCc2cc(=O)[nH]c3ccccc23)nnc1C1CC1	2.7%	-8.1%	-2.5%	-4.7	5.4%	4.2%	12.6%	2.1	-13.7%
O=C(C1=C[C@@H](c2ccccc2)C[C@@H](OCc2ccc(CO)cc2)O1)N1CCN(Cc2ccc3c(c2)OCO3)CC1	-19.3%	u	-5.1%	-0.6	-2.1%	0.6%	-0.2%	2.6	u
C/C(=N\Nc1cc(C(F)(F)F)ccc1Cl)c1ccncc1	-16.1%	-3.1%[57.1 µM]	-6.5%	-1.3	2.2%	0.1%	-19.8%	2.2	-15.4%
CC(Sc1nnc(NC2CC2)s1)C(=O)Nc1ccc(N2CCOCC2)cc1 (configuration not stated)	-2.5%	4.3%	-3.3%	1.4	-8.9%	3.4%	-4.5%	1.2	-14.9%

Part of the list above in order of length of the SMILES, smallest number first:
SMILES	Vif-A3G inh	TrxR1 substrate	GRP78 ERSR act	LDHA inh	mIDH1 inhibitor	RXFP1 ag	Vif-A3F inh	PI4K2A inh	USP1 inh
Cc1ccc(P(=O)(CC(=O)O)c2ccc(C)cc2)cc1	-0.2%	-3.5%	-3.7%	-0.8	12.2%	-1.1%	-5.7%	-0.4	-18.3%
CCOC(=O)c1c(-c2ccc(OC)c(OC)c2)csc1NC(=O)c1ccccc1F	-1.1%	19.3%	-2.7%	-2.3	0.0%	1.1%	-2.0%	2.1	-22.9%
Cc1cc[n+](-c2[nH]c(=O)sc2/C=N/NC(=O)c2ccccc2[O-])cc1C	-8.1%	-22.5%	3.5%	12.1	3.4%	-2.7%	-11.6%	0.7	-11.7%

Only part of the results is shown. The share of hits here may be higher or lower than overall.
